# Nrf2 activator – qHTS of Nrf2 Activators; AREc32 ARE-luciferase reporter (MCF7-derived line), luminescence, 24 h; Potency, µM (doses to about 46.1 µM), without a hit: at the top dose activation, actives largely listed as activators; actives 0.31% (n = 410,000); AID 624171, 2012; note: potency is the fitted concentration of half-maximal effect; % of control where 0% means no effect; nearly all actives have a fitted effect of over 65% in size
#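 Each well held 1000 AREc32 cells, which were incubated with compound for 24 hr at 37 deg C after overnight attachment, and ARE reporter activity was quantified by firefly luciferase luminescence.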
# EPAC2 agonist – qHTS for Agonist of cAMP-regulated guanine nucleotide exchange factor 4 (EPAC2): primary screen; EPAC2 activation, biochemical qHTS; response scale: 100% = 6.5 mM cAMP response; actives 0.079% (n = 360,000); Potency, µM (doses to about 154 µM), for inactives: at the top dose activation, actives largely listed as activators; Rap guanine nucleotide exchange factor 4 (Homo sapiens), Q8WZA2; note: potency is the fitted concentration of half-maximal effect; nearly all actives have a fitted effect of over 50% in size
# Target sequence (Q8WZA2 whole entry, looked up): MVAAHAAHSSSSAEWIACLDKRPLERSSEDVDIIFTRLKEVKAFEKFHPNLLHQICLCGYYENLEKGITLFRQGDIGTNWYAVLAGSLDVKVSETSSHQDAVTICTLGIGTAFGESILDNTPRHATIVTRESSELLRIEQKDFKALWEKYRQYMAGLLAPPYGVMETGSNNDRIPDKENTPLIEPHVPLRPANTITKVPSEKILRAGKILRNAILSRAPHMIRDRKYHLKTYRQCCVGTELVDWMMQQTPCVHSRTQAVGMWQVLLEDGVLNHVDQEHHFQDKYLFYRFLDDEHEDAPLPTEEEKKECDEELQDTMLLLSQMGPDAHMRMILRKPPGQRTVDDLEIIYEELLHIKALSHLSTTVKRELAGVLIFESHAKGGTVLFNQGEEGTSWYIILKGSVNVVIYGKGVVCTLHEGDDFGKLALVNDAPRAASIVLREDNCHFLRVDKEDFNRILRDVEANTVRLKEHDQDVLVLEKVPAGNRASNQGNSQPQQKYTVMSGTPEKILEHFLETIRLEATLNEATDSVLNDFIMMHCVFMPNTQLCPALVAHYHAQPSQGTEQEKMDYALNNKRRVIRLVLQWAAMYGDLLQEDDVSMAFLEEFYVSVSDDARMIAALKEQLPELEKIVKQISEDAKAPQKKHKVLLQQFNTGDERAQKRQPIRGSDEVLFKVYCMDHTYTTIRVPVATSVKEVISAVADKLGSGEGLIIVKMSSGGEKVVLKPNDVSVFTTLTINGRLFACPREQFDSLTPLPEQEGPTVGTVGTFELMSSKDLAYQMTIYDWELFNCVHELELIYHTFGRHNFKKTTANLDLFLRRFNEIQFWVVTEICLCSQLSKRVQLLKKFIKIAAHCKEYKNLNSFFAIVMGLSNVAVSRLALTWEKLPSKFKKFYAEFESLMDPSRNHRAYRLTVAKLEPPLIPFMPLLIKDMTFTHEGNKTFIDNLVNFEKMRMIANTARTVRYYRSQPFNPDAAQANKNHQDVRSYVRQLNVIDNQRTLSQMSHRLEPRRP
#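 Compounds were titrated in qHTS against a Rap1B-BODIPY-GDP (250 nM) complex with EPAC2 (100 nM) and GDP (50 uM). BODIPY-GDP release tracked at 480/540 nm over 30 min at room temperature, normalized to 6.5 mM cAMP.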
# TGFb SMAD3 inh – qHTS for Inhibitors of TGF-b | Potency, µM (doses to about 46.1 µM), inactives show at the highest dose activity, negative = inhibition, hits mostly inhibitors | actives 1.2% (n = 410,000) | HepG2 CAGA-GFP TGF-b/SMAD3 reporter, GFP fluorescence, 18 h; TGF-beta stimulated, 500 pg/mL final; note: potency is the fitted concentration of half-maximal effect; % is set by controls: 0 for no effect and ±100 for the full control effect; nearly all actives have a fitted effect of over 65% in size
#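 HEPG2 CAGA-GFP, 1000 cells/well; 2 h settle, 37 C; cpd via pin tool; TGF-b 500 pg/mL final; 18 h, 37 C; GFP imaging ex488/em500-530; %Activity normalised to -TGF-b and +DMSO controls; CRC fit, curve class.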
# pAkt inh – HTS Assay for Inhibitors of Akt Phophorylation: Primary Screen; Neuro2A IGF-stimulated pAkt S473 HTRF, 20 min; hits give low values; activity change, % for hits at 50 µM; actives 0.32% (n = 360,000); in the data active = activity change below about -80%; inconclusive = mostly about -51% to -80%; note: % is set by controls: 0 for no effect and ±100 for the full control effect
#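 Neuro2A cells (4,500/well, DMEM with 0.5% FBS) were treated with compound at a single 50 µM final concentration, stimulated with 6 nM IGF for 20 min at 37 °C, and lysed. Phospho-Akt Ser473 was read by HTRF as 665/615 ratio ×10^4.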
# A549 tox – Nrf2 qHTS screen for inhibitors: counterscreen for cytotoxicity. AID 504648, 2011. actives 0.16% (n = 390,000). A549 ARE-Fluc cells, CellTiter-Fluor viability, 18-24 h. Potency, µM (titrated, usually from 46 µM), inactives show at the top dose activity change, negative = cytotoxicity, usual class: inhibitors; note: potency is the fitted concentration of half-maximal effect; % is set by controls: 0 for no effect and ±100 for the full control effect
#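 A549 ARE_Fluc cells in 5% FBS OPTI-MEM were exposed to compounds in concentration-response for 18-24 h at 37 deg C. Viability was read by CellTiter-Fluor fluorescence (Ex 405/Em 525) after 30 min, before the luciferase read.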
# Nrf2 block – Nrf2 qHTS screen for inhibitors | actives 2.1% (n = 360,000) | A549 ARE-Fluc reporter, luciferase luminescence, 18-24 h | Potency, µM (series often up to 46 µM), for inactives: top-dose activity change, negative = inhibition, usual class: inhibitors; note: potency is the fitted concentration of half-maximal effect; % is set by controls: 0 for no effect and ±100 for the full control effect; nearly all actives have a fitted effect of over 60% in size
#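 Cells were seeded and rested 2 h, then exposed to compounds for 18-24 h. CellTiter-Fluor was read first as a viability measure. BugLite was added 15 min before the final luminescent read of ARE-luciferase activity in A549 cells.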
# Mm-Cpn inhibitor – Inhibitors of TCP-1 ring complex (TRiC) of Methanococcus maripaludis (MmCpn): qHTS; Chaperonin Mm-Cpn (Methanococcus maripaludis); purified Mm-Cpn ATPase, ADP Transcreener TR-FRET; Potency, µM (titrated, usually from 76.9 µM), for the others: at the highest dose activity, negative = inhibition, actives largely listed as inhibitors; actives 0.031% (n = 330,000); note: potency is the fitted concentration of half-maximal effect; % is set by controls: 0 for no effect and ±100 for the full control effect; nearly all actives have a fitted effect of over 80% in size
#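 Compound-treated chaperonin, 25 nM final, turns over 10 uM ATP at 37°C for 30 min following a 10 min preincubation; ADP generated competes with ADP-d2 for Eu-cryptate antibody, lowering FRET.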
# EPAC2 antag – qHTS for Antagonist of cAMP-regulated guanine nucleotide exchange factor 2 (EPAC2): primary screen | Rap guanine nucleotide exchange factor 4 (Homo sapiens), Q8WZA2 | EPAC2 GEF exchange of Rap1B-BODIPY-GDP, fluorescence | Potency, µM (series often up to 114 µM), inactives show top-dose activity, negative = inhibition, hits mostly inhibitors | actives 0.18% (n = 360,000); note: potency is the fitted concentration of half-maximal effect; % is set by controls: 0 for no effect and ±100 for the full control effect; nearly all actives have a fitted effect of over 45% in size; many of its hits are not listed in these tables
# CCT modulator – High-Throughput Screening for Modulators of Cytosolic Chaperonin Activity. purified chaperonin ATPase assay, HTRF ADP detection, 30 min. activity change, % (test concentration not listed), hits read low. actives 0.3% (n = 360,000). AID 651819, 2012; in the data active = activity change below about -30%; note: % is set by controls: 0 for no effect and ±100 for the full control effect
#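 First, chaperonin was dispensed at 40 nM or 20 nM final depending on batch activity. Next, compounds were pinned at 76 uM and ATP added at 10 uM. After 30 min at 37 °C, ADP detection reagents ran 30 min at ambient temperature.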
# * hit, by the source's call; i = inactive; ? = inconclusive; . = not tested or not shown; & = joins results of further samples; [ ] = dose if it differs, or a comment. Unless noted, calls come from the whole dose curve; as a rule, active = well fitted curve in the direction sought with a large enough effect; inconclusive = small, poorly fitted or top-dose-only effect, or another doubt; inactive = no such curve, though single readings can be large; an effect the other way counts as inactive or inconclusive. The list is partial; rates above refer to the full screens.
SMILES,Nrf2 activator,EPAC2 agonist,TGFb SMAD3 inh,pAkt inh,A549 tox,Nrf2 block,Mm-Cpn inhibitor,EPAC2 antag,CCT modulator
O=C1CC(C(=O)N(c2ccc(F)cc2)C(C(=O)NC2CCCC2)c2ccccn2)CS1 (stereo not given),-0.5%,-1%,2%,i,-5%,19%,1%,7%,-0.1
O=C(N/N=C/c1ccc(O)cc1)NC12CC3CC(CC(C3)C1)C2,0.3%,20%,-2%,i,-2%,-1%,2%,0%,-0.7
O=C(C=CC(=O)Nc1ccc(F)cc1F)Nc1ccc(F)cc1F,0.5%,-3%,8%,i,.,.,.,5%,-1.3
CCOC(=O)c1c(NC(=O)CSc2ccccc2C(=O)O)sc(C)c1C,0.1%,-1%,-6%,i,-17%,-28%,0%,-3%,-4.7
COc1ccc(Cl)cc1NC(=O)CCCn1c(C)c2cnn(-c3ccccc3)c(=O)c2c1C,7.3%,.,?,.,?,-19%,.,.,.
Nc1nc(CSc2nnnn2-c2ccccc2)nc(Nc2ccccc2)n1,-0.5%,1%,-5%,i,.,.,.,1%,-0.8
NC(=O)[C@@H]1CCCNc2c(I)cc([N+](=O)[O-])cc2C(=O)N[C@@H](CO)C(=O)N[C@@H](Cc2ccc(O)cc2)C(=O)N1,-0.5%,5%,5%,i,-3%,2%,-2%,10%,0.5
Cc1cc(C(c2cc(C)c(N)c(C)c2)c2ccco2)cc(C)c1N,-0.4%,18%,?,i,4%,-10%,.,0%,2.4
CCCCCCn1c(=O)n2n(c1=O)C[C@]1(OC(=O)Nc3cccs3)CN(S(=O)(=O)c3ccc(C)cc3)C[C@]1(O)C2,9.4%,-8%,?,i,.,.,.,-7%,-0.2
CCc1ccc(N2CC(C(=O)OCC(=O)Nc3cc(C)on3)CC2=O)cc1 (stereo not given),0.0%,0%,18%,-89%*,1%,-7%,0%,1%,1.2
CSc1ncc(C(=O)N2CCN(c3ccc(F)cc3)CC2)c(C)n1,-0.3%,.,2%,.,4%,20%,.,.,.
Cc1ccc(NC(=O)Cn2c(=O)n(CCCCC(=O)NCc3ccc4c(c3)OCO4)c(=O)c3ccccc32)cc1,0.5%,.,0%,.,-10%,-5%,.,.,.
O=C(COC(=O)CCCSc1nc2ccccc2[nH]1)NC(=O)NC1CCCC1,2.0%,8%,-11%,i,17%,7%,2%,19%,2.1
COc1ccc(CNC(=O)COC(=O)c2[nH]c(C)c(C(C)=O)c2C)cc1OC,-0.5%,14%,11%,i,10%,-10%,-3%,2%,-0.7
CCNC(=O)O/N=C1\CCCCC1c1ccc([N+](=O)[O-])cc1[N+](=O)[O-] (stereo not given),15%,9%,-20%,i,-6%,-12%,2%,9%,0.6
CCC1=C(c2cc(OC)c(OC)c(OC)c2)C2(CCCC2)C(=O)O1,-0.8%,8%,?,i,1%,-10%,2%,?,0.7
CCCN(CCC)C(=O)Cn1c(=O)c2sccc2n2c(=S)sc(-c3ccccc3)c12,-1.2%,-33%[inhibitor],23%,i,-3%,2%,-4%,50µM*,-2.2
CC(=O)c1ccc(N2CCN(Cc3nc4ccccc4[nH]3)CC2)cc1,3.3%,0%,7%,i,1%,-3%,0%,1%,0.2
COc1ccc(Cl)cc1NS(=O)(=O)c1c(C)[nH]c(C)c1C(=O)N1CCCCC1,-0.3%,5%,4%,i,-4%,2%,4%,-3%,-3.2
O=c1c2ccccc2nnn1CSc1ncnc2ccccc12,4.1%,8%,10%,i,2%,-5%,-2%,9%,0.3
CCCN(CC1CC1)S(=O)(=O)c1ccc(S(N)(=O)=O)cc1,0.2%,-1%,2%,i,-7%,-13%,0%,-1%,-0.2
CCc1nn(C(C)C(=O)NCCc2ccccc2)c(=O)c2cc3occc3n12 (stereo not given),0.1%,4%,-5%,i,6%,-8%,4%,-6%,0.9
COc1ccc(-c2nnc3n2CCCCC3)cc1,0.0%,4%,-16%,i,-9%,0%,0%,-1%,-0.2
FC(F)(F)c1cccc(OCCN2CCN(Cc3ccccc3)CC2)c1,0.1%,-8%,-5%,i,-4%,10%,-1%,-4%,-0.5

# Shown as a hit in EPAC2 antag (from the list above):
Structure,Nrf2 activator,pAkt inh,Mm-Cpn inhibitor,EPAC2 antag,CCT modulator
CCCN(CCC)C(=O)Cn1c(=O)c2sccc2n2c(=S)sc(-c3ccccc3)c12,-1.2%,i,-4%,50µM*,-2.2

# Continued.
SMILES,Nrf2 activator,EPAC2 agonist,TGFb SMAD3 inh,pAkt inh,A549 tox,Nrf2 block,Mm-Cpn inhibitor,EPAC2 antag,CCT modulator
CCCCN(C(=O)c1cccc(N2C(=O)c3ccccc3C2=O)c1)c1c(N)n(CCCC)c(=O)[nH]c1=O,-0.8%,-11%,1%,i,1%,20%,.,0%,-0.3
CCCCCC(C)NC(=O)c1ccoc1C (stereo not given),2.2%,-2%,-6%,i,10%,?,-1%,10%,1.0
O=C(Cn1cnc2c(nnn2-c2ccccc2)c1=O)N1CCC(Cc2ccccc2)CC1,-0.6%,3%,1%,i,-21%,-29%,0%,-5%,-0.6
COc1ccc(Cc2nc3ccc(C(=O)NCCn4cccn4)cc3o2)cc1,1.4%,-1%,-14%,i,-2%,-15%,1%,6%,-1.2
CC(NC(=O)COC(=O)CN1C(=O)c2ccccc2C1=O)c1ccccc1 (stereo not given),0.2%,-4%,2%,i,-1%,7%,1%,-2%,-1.6
CCC(C(=O)N1CCc2ccccc2C1)n1nc(C)n2c(cc3occc32)c1=O (stereo not given),-0.3%,-1%,-1%,i,1%,4%,0%,3%,-1.5
Cc1c(Cl)cccc1NC(=O)N1CCCN(c2nc(-c3ccccc3)ns2)CC1,1.9%,11%,-22%,i,-2%,21µM*,-2%,-5%,0.4
O=C1NC(=O)C2C3c4ccccc4C(c4ccccc43)C12 (stereo not given),0.3%,2%,-3%,i,15%,-2%,-2%,4%,-2.1
C#CCOCCOCCOCCNc1nc(N2CCOCC2)nc(N2CCN(C(=O)[C@H](CCCCN)n3cc(CCC(=O)O)nn3)CC2)n1,0.0%,9%,-30%,i,0%,1%,.,19%,-2.1
Cc1nc(N2CCN(C(=O)c3ccco3)CC2)nc2c1C(=O)CCC2,16%,0%,0%,i,1%,?,3%,4%,-2.4
O=C(O)CCC(=O)N1CCc2cc(S(=O)(=O)NC3CCCC3)ccc21,-0.4%,9%,-13%,i,0%[1.84 µM],3%,3%,-2%,-0.6
O=S1(=O)N=C(Oc2cccc3ccccc23)c2ccccc21,5.0%,7%,-27%,i,11%&-2%,5%&3%,-2%,0%[57.1 µM],-1.2
CCc1ccc(NC(=O)Cn2ccn(-c3ccc(OC)cc3)c(=O)c2=O)cc1,1.8%,.,-29%,.,14%,-6%,.,.,.
COc1ccccc1CC(=O)Nc1ccc2c(c1)OC1(CCCC1)O2,6.8%,2%,3%,i,6%,1%,0%,-11%,-3.6
COc1ccccc1CNC(=O)CCn1c(=O)c2ccccc2n(CC(=O)Nc2ccc(C)cc2Cl)c1=O,-0.2%,.,1%,.,4%,1%,.,.,.
CC(C)c1ccc(NC(=O)CNCC(c2ccccc2)N(C)C)cc1 (stereo not given),0.3%,8%,-5%,i,-1%,7%,0%,-2%,-3.6
Cc1noc(/C=C/c2nn(C)cc2Cl)c1[N+](=O)[O-],?,12%,?,i,?,?,?,13%,0.7
COc1cc(/C=C/c2ccc(/C=C/c3cc(OC)c(OC)c(OC)c3)cc2)cc(OC)c1OC,2.3%,10%,?,i,-13%,?,.,-1%,-1.6
CCC(NS(=O)(=O)c1cnn(CC)c1)c1ccccc1 (stereo not given),-0.7%,2%,-3%,i,-1%,-5%,4%,-2%,-3.1
CSc1ncccc1C(=O)OCC(=O)N1CCCC1,-0.6%,10%,-1%,i,6%,1%,-1%,0%,-2.1
CCC(=O)Nc1cccc(NC(=O)COc2ccc(OC)cc2)c1,0.1%,7%,-6%,i,10%,6%,-10%,-3%,-1.1
CC(C)(C)N1CC(c2nc3ccccc3n2Cc2ccc(Cl)cc2)CC1=O (stereo not given),-0.7%,-21%,-18%,.,-4%,.,1%,-18%,-2.1
Cc1ccc(-c2cc(-c3ccco3)c(C#N)c(=O)[nH]2)cc1,8.3%,12%,18%,i,-8%,-13%,-2%,1%,0.2
N#Cc1ccc(-c2ccccc2)nc1Sc1ccc(F)cc1,0.2%,-8%,?,i,-13%,?,-4%,4%,-2.5
CCCCN(CC)CCNC(=O)c1nn(C)c2c1CS(=O)(=O)c1ccccc1-2,-0.4%,.,8%,.,10%,-11%,.,.,.
CC(=O)N=c1scc(-c2ccccc2)n1-c1cccc(O)c1,-0.2%,12%,10%,i,-15%,?,-2%,2%,-2.0
O=C(O)CN1C(=O)/C(=C\c2cc(Br)ccc2OCc2ccc(F)cc2)SC1=S,4.0%,1%,-8%,i,?,-25%,0%,?,2.1
COc1ccc(Cc2c(C)nc(N)nc2Cl)cc1,3.7%,6%,-4%,i,8%,-2%,2%,-3%,-2.3
CCN(CCCNC(=O)C1CCC(=O)N1C(C)C)c1cccc(C)c1 (stereo not given),-0.3%,-6%,-22%,i,10%,10%,-3%,9%,-1.1
CCN1C(=O)[C@H]2[C@@H](c3ccc(OC)cc3)N3C(=O)CN(Cc4ccccc4)C(=O)[C@@]3(Cc3ccccc3)[C@H]2C1=O,0.4%,7%,9%,i,0%,-4%,1%,3%,-4.6

# Screening data: PubChem BioAssay, National Center for Advancing Translational Sciences (NCATS)
